# Rad51 HR inh: Rad51 (human) homologous recombination inhibition; hRad51 DNA strand exchange, fluorescence dequenching; inhibition, % at 10 µM; 200,000 compounds, 0.085% hits; AID 1385;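 active = inhibition above 40% at the single screening dose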;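 also: 0% = DMSO control wells and 100% = blanks with heterologous ssDNA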
#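 material = hRad51 filaments on single-stranded DNA | timing = filaments 15 min 37 °C, then compound 30 min | signal = FRET fluorescence dequenching, excitation 485 nm, emission 520 nm | benchmarks = control wells and blank wells on each plate | evaluation = percent inhibition relative to plate controls and blanks | compound = 10 µM final, single point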
# hK5 inh: inhibitors of human kallikrein 5; inhibition, % at 5 µM; recombinant hK5, fluorogenic AMC substrate cleavage; 210,000 compounds, 0.59% hits; AID 873; Q9Y337;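 active = inhibition of 40% or more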;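 also: 0% = enzyme controls without compound and 100% = no-enzyme blanks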
# Thrombin inh: blocks human thrombin protease activity; alpha-thrombin, Boc-VPR-AMC fluorogenic substrate cleavage; inhibition, % at 5 µM; 220,000 compounds, 0.26% hits; AID 1046;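 active = inhibition at or above 40%; inactive = inhibition below 40%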;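 also: 0% = enzyme with no compound and 100% = wells without enzyme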
#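 Assay system: human alpha-thrombin enzyme. Reagent: Boc-VPR-AMC substrate, 15 µM final. Compound dosing: one concentration per compound, 5 µM, with 0.2% DMSO. Incubation: room-temperature reaction. Technique: AMC fluorescence, 355/460 nm. Measure: % inhibition relative to enzyme controls and enzyme-free blanks.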
# Hck Nef HTS: blocks Nef-activated human Hck kinase; 220,000 compounds, 0.68% hits; P08631; inhibition, % at 20 µM; AID 463187; Recombinant Hck-YEEI plus Nef, Z-Lyte FRET kinase assay;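 active = Hck-Nef kinase inhibition above about 50%, limit read from the data; inactive = inhibition below that limit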;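 also: 0% = DMSO with Hck plus Nef and 100% = Hck alone without Nef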
# TNF death inh: blocks TNF-alpha induced death of Jurkat FADD-/- cells. Jurkat FADD-/- TNF necroptosis rescue, ATP luminescence, 24 h; 0 = TNF only, 100 = no-TNF cells. activation (protection from cell death), % at 10 µM. 220,000 compounds, 0.068% hits;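 active = activation, meaning protection from cell death, of at least 50% relative to plate controls; inactive = activation below 50%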;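 also: necroptosis triggered by 40 ng/mL TNF-alpha added together with compound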
# Cl transport mod: modulators of human KCC2 chloride dependent transport. KCC2 cells, thallium flux FluoZin-2 fluorescence. AID 1456. B-score of Tl+ flux slope (higher = more flux/activation; lower = inhibition) at 10 µM. 190,000 compounds, 2.2% hits;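 active = thallium flux slope and its plate-corrected score both differing from the plate sample mean at a set confidence after two filtering rounds, in either direction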;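 also: slope of fluorescence scaled to starting intensity during 10 to 20 s after thallium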
# Target sequence (Q9H2X9 whole entry, looked up): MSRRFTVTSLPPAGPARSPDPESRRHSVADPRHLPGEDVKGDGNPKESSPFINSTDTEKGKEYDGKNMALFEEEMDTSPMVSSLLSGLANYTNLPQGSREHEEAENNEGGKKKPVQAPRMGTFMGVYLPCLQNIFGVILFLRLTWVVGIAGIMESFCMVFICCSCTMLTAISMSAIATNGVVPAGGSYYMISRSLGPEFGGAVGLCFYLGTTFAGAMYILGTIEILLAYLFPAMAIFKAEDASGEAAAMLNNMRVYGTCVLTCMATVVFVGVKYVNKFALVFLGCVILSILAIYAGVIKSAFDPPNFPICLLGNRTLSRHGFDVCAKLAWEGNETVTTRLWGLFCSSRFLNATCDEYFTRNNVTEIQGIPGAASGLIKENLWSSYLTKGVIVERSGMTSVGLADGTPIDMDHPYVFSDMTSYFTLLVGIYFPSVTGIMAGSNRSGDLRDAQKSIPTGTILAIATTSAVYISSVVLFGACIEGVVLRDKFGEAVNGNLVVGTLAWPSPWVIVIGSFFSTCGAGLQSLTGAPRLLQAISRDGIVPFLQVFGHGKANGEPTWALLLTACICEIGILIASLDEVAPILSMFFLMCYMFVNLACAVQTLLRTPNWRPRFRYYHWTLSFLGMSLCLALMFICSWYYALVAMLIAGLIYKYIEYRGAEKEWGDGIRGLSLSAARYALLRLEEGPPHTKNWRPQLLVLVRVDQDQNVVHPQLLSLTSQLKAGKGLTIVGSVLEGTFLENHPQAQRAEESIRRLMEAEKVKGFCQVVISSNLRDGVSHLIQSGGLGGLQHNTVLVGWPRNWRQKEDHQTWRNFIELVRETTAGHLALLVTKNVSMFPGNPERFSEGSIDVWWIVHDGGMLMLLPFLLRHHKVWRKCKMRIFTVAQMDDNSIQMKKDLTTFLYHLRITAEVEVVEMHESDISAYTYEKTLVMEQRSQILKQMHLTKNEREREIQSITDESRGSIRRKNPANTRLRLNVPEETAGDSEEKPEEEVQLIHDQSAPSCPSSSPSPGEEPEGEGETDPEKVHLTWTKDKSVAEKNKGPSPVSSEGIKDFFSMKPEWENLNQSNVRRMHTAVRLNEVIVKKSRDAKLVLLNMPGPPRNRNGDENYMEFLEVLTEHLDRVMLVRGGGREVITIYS
# L929 necroptosis: L929 zVAD cell death inhibition | L929 zVAD necroptosis rescue, ATP luminescence, 24 h; with zVAD 60 µM | viability rescue, % at 10 µM | 220,000 compounds, 0.38% hits | AID 1377;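 active = activation, scaled between plate controls, above about 75%, limit read from the data; inactive = activation under that limit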;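 also: 0% = zVAD with DMSO and 100% = DMSO alone without zVAD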
# FXIIa inh: inhibitors of human coagulation factor XIIa; P00748; purified FXIIa, Boc-QGR-AMC fluorogenic substrate, 2 h; inhibition, % at 5 µM; 220,000 compounds, 0.3% hits; AID 800; in the data active = inhibition above about 40%;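 also: 0% = enzyme with no compound and 100% = blank without enzyme; many of its hits are not listed in these tables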
# FXIa inh: inhibitors of human coagulation factor XIa. P03951. purified FXIa, Boc-Glu-Ala-Arg-AMC fluorogenic substrate. inhibition, % at 5 µM. 220,000 compounds, 0.14% hits;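 active = inhibition of at least 40%; inactive = inhibition below 40%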;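 also: fluorescence of freed AMC excited at 355 nm; 0% = enzyme without compound and 100% = no enzyme blank; many of its hits are not listed in these tables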
# The depositor's hits bear a star; i = inactive; x = not tested or not shown. The list is partial, so the mix of outcomes need not match the whole.
SMILES,Rad51 HR inh,hK5 inh,Thrombin inh,Hck Nef HTS,TNF death inh,Cl transport mod,L929 necroptosis,FXIIa inh,FXIa inh
COc1ccc2nc(/N=C/c3c(O)n(-c4cccc(Cl)c4)c(=O)[nH]c3=O)sc2c1,-14.5,-0.4,-0.2,26.3,-7.0,-0.0319,0.0,-2.2,3.0
OC(c1ccccc1)(c1ccccc1)C1CCCN1 (centres undefined),6.1,-0.9,-7.3,0.1,-1.1,1.34,0.0,10.4,-6.2
CCc1ccc(N2C(=O)NC(=O)/C(=C/c3cccn3CCOc3ccc(C)cc3)C2=O)cc1,-6.9,3.9,-2.9,1.3,3.3,0.614,-0.3,8.3,5.6
CCC1(CCc2ccncc2)C(=O)NC(=O)NC1=O,4.3,-3.5,-6.9,0.5,-0.6,0.117,-0.6,-1.1,-8.5
CC(=O)NC(=O)NC(C)Cc1ccccc1 (centres undefined),3.5,0.6,-16.8,-0.5,-0.9,0.634,-0.1,-2.6,-0.1
COc1ccc(-n2c(O)c(C(C)=NCCc3c[nH]c4ccccc34)c(=O)[nH]c2=O)cc1,9.7,0.2,-1.8,6.9,-4.3,x,-0.1,7.1,2.4
Fc1ccc(CCNCc2ccc(Cl)c(Cl)c2)cc1,-0.3,-15.1,-3.8,-1.2,0.7,0.37,0.4,8.1,-2.2
Cc1ccc(OCCSC2=NN2c2cc(C)nc(N)n2)cc1,x,3.8,-0.3,2.9,0.6,0.126,0.2,5.3,-0.1
Cc1ccccc1-n1c(O)c(/C=C2/C(c3ccccc3)=Nc3ccccc32)c(=O)[nH]c1=O,-21.5,-7.4,-1.6,12.2,-4.4,-2.19,0.7,22.5,20.1
c1ccc(P(c2ccccc2)c2ccccn2)cc1,x,0.1,-4.7,20.3,-0.2,-1.41,-0.2,5.0,1.9
COc1ccc(N2C(=O)/C(=C/c3cccs3)C(=O)NC2=S)cc1,18.6,-2.2,-2.2,21.0,-13.8,-0.647,-1.1,11.6,0.4
CCc1c(C)nc(N)nc1N1N=C1SC,-2.0,1.5,-7.8,-11.7,-0.2,-0.0381,-0.9,2.5,-3.0
CC12CN3CC(C)(CN(C1)C3c1ccncc1)C2=O (centres undefined),-1.3,-16.6,-9.7,-0.7,0.1,0.0724,0.1,14.8,-2.9
O=C1NC(=O)N(Cc2ccco2)C(=O)/C1=C/C=C/c1ccco1,-27.3,7.8,1.5,44.4,-17.9,-1.39,0.8,10.6,2.7
CCCSc1nc(O)c(CC)c(=O)n1C(C)CC (centres undefined),2.0,0.4,2.9,13.8,-1.3,0.328,-0.7,-3.2,-1.5
CCN1CCN(Cc2cc(C(C)(C)C)c(O)c(C(C)(C)C)c2)CC1,x,-5.2,4.7,1.6,0.0,-0.0735,0.3,28.8,24.5
CCOC(=O)CN1C(=O)C2(C(C#N)=C(N)Oc3ccccc32)C(C(=O)OC)=C1C (centres undefined),13.6,3.4,3.5,-7.4,-1.3,-0.678,-1.4,-1.6,1.2
COc1cc(C=C2C(=O)NC(=O)NC2=O)ccc1OCc1ccc([N+](=O)[O-])cc1,1.9,6.3,3.2,22.9,-1.7,0.0526,-0.6,11.1,5.1
CCOP(=O)(OCC)C(NC(=O)c1ccccc1C)C(Cl)(Cl)Cl (centres undefined),5.2,-2.4,-0.1,1.7,0.0,0.842,-0.5,12.9,14.8
COc1ccccc1N1C(=O)NC(=O)/C(=C/c2ccc3c4c(cccc24)CC3)C1=O,-4.0,-15.5,-9.6,5.6,1.7,-0.461,0.7,11.4,4.0
CCC(=O)c1cn(Cc2ccc(C#N)cc2)c2ccccc12,6.6,-13.8,-11.1,-0.1,1.2,x,-0.2,20.5,-9.4
CNC(=O)Oc1ccc(N(C)C)cc1C(C)C,17.0,0.9,-0.9,8.3,2.1,0.437,0.0,4.5,-3.9
O=C(Nc1ccccc1)c1c(O)c2c(n(Cc3ccco3)c1=O)CCCC2,1.2,0.6,-1.8,19.6,-0.8,-0.636,0.6,7.6,1.5
O=C1NC(=O)N(c2ccc(F)cc2)C(=O)/C1=C/c1ccsc1,-8.1,-3.4,-1.4,-11.5,0.3,0.0629,-0.6,3.8,1.0
CCn1nc(/C=C/c2ccccc2)nc2c(=O)n(C)c(=O)nc1-2,32.7,25.6,-22.1,16.7,-6.3,0.852,63.3,10.2,13.4
COc1ccc(Oc2cc(NC(=O)c3nn(C)cc3[N+](=O)[O-])cc([N+](=O)[O-])c2)cc1,0.1,-11.2,2.6,0.4,-4.0,-1.56,50.1,10.7,-9.1
O=C(O)c1cccc(N=Nc2c(O)[nH]c(=O)[nH]c2=O)c1,-5.7,7.9,16.3,-0.9,-2.6,0.0947,-0.5,20.7,5.7
CC(Cc1ccccc1)NCC(=O)Nc1cc(N(C)C)nc2ccccc12 (centres undefined),12.5,4.7,1.5,31.4,3.9,0.0683,0.4,12.0,1.8
CCC(=Nc1ccc(OC)cc1OC)c1c(O)n(C2CCCCC2)c(=O)[nH]c1=O,-1.1,1.1,-8.9,1.3,-2.3,x,8.3,17.0,19.8
CCCNC(=O)N1CCC2(CC1)OCCO2,7.0,1.5,-1.1,13.0,0.3,0.97,7.2,5.4,-5.7
CCN(CC)CCCN=C(C)c1c(O)n(-c2ccc(C)cc2)c(=O)[nH]c1=O,-2.4,32.3,12.0,1.6,0.8,1.6,-0.1,15.6,-2.7
COc1cc(C=C2C(=O)NC(=O)NC2=O)ccc1O,0.2,8.7,-0.1,5.6,-1.8,-0.294,0.0,6.6,-9.0
CCN(CC)c1ccc(/C=C/[N+](=O)[O-])cc1,-359.0,-5.1,-10.4,23.0,-1.7,i,-0.2,8.1,-8.5
COc1ccccc1NC1=NCCS1,-1.0,-5.2,1.8,-10.9,-0.1,0.345,-0.1,11.0,-3.3
CCOC(=O)[C@@]1(C#N)[C@@H]2C=CC(C(N)=O)=CN2[C@@H](C(N)=O)[C@@H]1c1cccc(Cl)c1,0.8,-15.5,1.8,1.7,-0.7,0.0333,0.1,0.5,-7.2
O=c1[nH]c(=O)n(CCC2=CCCCC2)c(O)c1/C=N/Nc1ccccc1,-7.8,-12.8,-6.2,-1.6,0.2,0.102,0.6,8.6,-0.8
CCC(C#N)(CC)P(=S)(c1ccccc1)c1ccccc1,4.6,-17.4,-4.7,-0.8,0.8,0,-0.7,4.6,0.1
CCOP(=O)(OCC)C1(O)C(=O)Nc2ccccc21 (centres undefined),18.4,-16.3,-3.4,3.0,2.6,0.0322,0.1,10.6,6.2
CCOC(=O)C1CCN(/C=C2\C(=O)NC(=S)N(CC)C2=O)CC1,-1.4,-5.9,-0.7,22.8,0.5,0.68,-0.4,2.6,-2.2
NC(=O)CN1CCCC1=O,-6.4,-0.4,-5.6,-5.4,1.4,0.119,2.0,12.6,1.8
CN1c2ccc([N+](=O)[O-])cc2CC2(C(=O)NC(=O)N(c3ccccc3)C2=O)C1c1ccccc1 (centres undefined),6.3,2.4,0.1,3.2,3.9,-1.87,1.1,3.6,9.4
CCCCn1c(O)c(C(CC)=Nc2ccc(C(=O)O)cc2)c(=O)[nH]c1=O,1.0,-23.6,2.0,9.9,-1.1,-0.554,-0.1,14.2,5.6
CC(=O)N1N=C2C3CCN(CC3)C2C1c1ccc(F)cc1 (centres undefined),29.0,-6.4,1.9,0.1,0.7,0.761,0.3,3.3,-1.9
O=P1(Nc2cccnc2)COc2ccccc2OC1,1.0,-10.8,-4.5,0.3,0.6,x,1.3,-0.4,6.3
CCCCn1c(O)c(C=NCc2ccc3c(c2)OCO3)c(=O)[nH]c1=O,-7.1,6.6,3.6,1.9,-1.9,0.286,-0.7,16.8,4.6
N#CC(C#N)=Cc1ccc(N2CCOCC2)cc1,-5.3,3.8,-3.5,26.9,-0.3,0.934,-0.3,6.1,0.3
COc1ccc(N2C(=O)NC(=O)/C(=C\c3ccc([N+](=O)[O-])s3)C2=O)cc1,-7.8,-2.2,-8.1,63.7*,-6.9,2.21,-1.2,4.6,-3.1
CNC(=O)O/N=C(\C)Cc1nnn(-c2cc(C)on2)n1,13.2,1.5,0.5,10.3,1.8,-0.223,0.8,4.7,11.6

# Ordered by SMILES length (falling): 4 of the compounds above.
SMILES,Rad51 HR inh,hK5 inh,Thrombin inh,Hck Nef HTS,TNF death inh,Cl transport mod,L929 necroptosis,FXIIa inh,FXIa inh
COc1ccc(N2C(=O)NC(=O)/C(=C\c3ccc([N+](=O)[O-])s3)C2=O)cc1,-7.8,-2.2,-8.1,63.7*,-6.9,2.21,-1.2,4.6,-3.1
CCCCn1c(O)c(C(CC)=Nc2ccc(C(=O)O)cc2)c(=O)[nH]c1=O,1.0,-23.6,2.0,9.9,-1.1,-0.554,-0.1,14.2,5.6
CCCCn1c(O)c(C=NCc2ccc3c(c2)OCO3)c(=O)[nH]c1=O,-7.1,6.6,3.6,1.9,-1.9,0.286,-0.7,16.8,4.6
CC(=O)N1N=C2C3CCN(CC3)C2C1c1ccc(F)cc1 (centres undefined),29.0,-6.4,1.9,0.1,0.7,0.761,0.3,3.3,-1.9

# Remaining list, next part.
SMILES,Rad51 HR inh,hK5 inh,Thrombin inh,Hck Nef HTS,TNF death inh,Cl transport mod,L929 necroptosis,FXIIa inh,FXIa inh
Cc1cc(OCCN2CC2)c2ccccc2n1,3.8,3.1,0.8,13.4,-28.7,-0.0644,-1.9,8.3,2.0
O=c1[nH]c(=O)n(Cc2ccco2)c(O)c1C=NC1CC1,0.9,-0.2,6.8,2.9,0.8,0.908,0.5,7.9,0.5
CN(C)C1(c2nnnn2-c2ccc(Cl)cc2)CCCCC1,3.2,-4.2,-3.4,2.4,0.4,-0.00254,0.6,3.8,0.0
CCOc1ccccc1OCC(=O)Nc1ccc(Cl)cc1C(=O)c1ccccc1,x,0.5,-0.5,3.1,0.6,-1.46,x,16.4,7.0
O=P1(Nc2ccc(F)cc2)COc2ccccc2OC1,-2.7,-12.5,-9.6,0.4,0.9,x,0.1,17.4,8.6
Cc1cc(=O)n(-c2ccccc2)n1-c1ccccc1,14.5,-7.4,-7.6,0.1,0.7,0.0159,-0.5,1.7,1.9
CC(C(=O)Nc1ccc(Cl)cc1Cl)N1CC=C(c2ccccc2)CC1 (centres undefined),-4.7,3.8,-2.9,0.7,1.2,-0.0592,-0.4,7.5,-5.8
CCOC(=O)C1=C(NC(=S)NC(=O)c2ccccc2)c2ccccc2CC12CCCC2,1.6,-16.4,-8.5,11.7,0.1,3.25,0.8,27.3,20.2
CCOC(=O)C(O)(c1ccc(N=Cc2ccccc2O)c(C)c1)C(F)(F)F (centres undefined),3.2,-6.5,-11.3,2.4,0.1,-1.41,0.0,6.4,-3.9
COC(=O)C1=Nc2ccccc2/C1=C\c1c(O)n(C)c(=O)n(C)c1=O,-17.3,6.8,1.4,29.9,1.8,-1.24,1.9,16.7,7.9
O=c1c2ccccc2nc(CSc2ncnc3nc[nH]c23)n1-c1ccccc1,-0.5,-23.1,-10.4,-0.7,-1.1,-0.167,1.1,-14.3,-8.7
Cc1ccc2nc(N3CCC(C(=O)N4CCC5(CC4)OCCO5)CC3)sc2c1,-8.8,3.9,0.5,3.3,-3.2,x,0.4,8.9,-0.9
CCN(CC)CCCN=C(C)c1c(O)n(-c2ccccc2)c(=O)[nH]c1=O,2.5,4.5,1.2,1.2,-2.2,1.4,0.0,5.2,2.5
CN(C)c1ccc(/C=C2\C(=O)NC(=O)N(CCc3ccc(F)cc3)C2=O)cc1,-44.1,2.3,-4.6,41.0,-0.1,-0.155,1.0,9.6,0.9
